Screening results deposited in PubChem by National Center for Advancing Translational Sciences (NCATS).
FBPA Giardia inh – Giardia lamblia aldolase inhibition. Potency, µM (highest dose often 59.6 µM), without a hit: at the highest dose activity, negative = inhibition, hits mostly inhibitors. A8B2U2. actives 0.71% (n = 290,000). purified Giardia FBPA; also: potency is read from the fitted curve at half-maximal effect; % is scaled to controls: 0 for no effect and ±100 for the full control effect; nearly all actives have a fitted effect of over 55% in size
Target sequence (A8B2U2 whole entry, looked up): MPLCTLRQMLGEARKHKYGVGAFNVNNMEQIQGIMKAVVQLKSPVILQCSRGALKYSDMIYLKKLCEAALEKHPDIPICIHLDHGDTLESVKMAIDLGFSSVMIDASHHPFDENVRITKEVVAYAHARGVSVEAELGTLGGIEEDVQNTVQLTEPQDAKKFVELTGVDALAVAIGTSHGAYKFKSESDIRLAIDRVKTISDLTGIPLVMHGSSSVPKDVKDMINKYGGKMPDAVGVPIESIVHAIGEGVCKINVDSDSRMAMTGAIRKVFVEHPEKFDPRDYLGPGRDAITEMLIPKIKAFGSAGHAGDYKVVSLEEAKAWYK
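Giardia FBPA (40 nM reagent) was preincubated 10 min at RT with compound (up to 57.5 uM final), then substrate plus GAPDH/TPI/NAD/arsenate coupling system with diaphorase/resazurin was added; resorufin fluorescence (525/598 nm) was read after 20 min.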
Pf growth 48h – inhibits P. falciparum growth in the first generation, 48 h | P. falciparum luciferase growth in erythrocytes, 48 h | Potency, µM (doses to about 28.7 µM), for the others: top-dose activity change, negative = inhibition, usual class: inhibitors | actives 5.9% (n = 310,000) | AID 504832; also: potency is read from the fitted curve at half-maximal effect; % is scaled to controls: 0 for no effect and ±100 for the full control effect
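Parasite viability was followed by luminescence of a genomically integrated firefly luciferase. Cultures held 0.1% parasitemia at 2% hematocrit (final), incubated under 5% CO2 at 37 C.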
Shiga toxin inh – blocks Shiga toxin action in Vero cells. Vero cells, Shiga toxin protein synthesis inhibition reporter. inhibition, % at 38.7 µM. actives 9.2% (n = 290,000). AID 2315; in the data active = inhibition mostly above about 28%, no sharp cut-off; inactive = mostly below about 43%; also: 0% is about no effect
Pf growth 96h – P. falciparum growth inhibition at 96 hours; P. falciparum luciferase reporter growth, 96 h; Potency, µM (highest dose often 28.7 µM), for the others: at the highest dose activity change, negative = inhibition, actives largely listed as inhibitors; actives 6.9% (n = 320,000); also: potency is read from the fitted curve at half-maximal effect; % is scaled to controls: 0 for no effect and ±100 for the full control effect
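Parasite growth measured via integrated firefly luciferase reporter in P. falciparum. Infected erythrocytes at 2% hematocrit, 0.05% parasitemia final were treated 96 hours at 37 C under 5% CO2, and luminescence was read.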
HCV inhibitor – HCV inhibition; Huh7.5.1 HCVcc-Cre infection, luciferase reporter, 44 h; Potency, µM (top dose mostly 41.8 µM), for inactives: top-dose activity change, negative = inhibition, hits mostly inhibitors; actives 3.4% (n = 340,000); also: potency is read from the fitted curve at half-maximal effect; % is scaled to controls: 0 for no effect and ±100 for the full control effect
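Reporter virus HCVcc-Cre (~0.5 moi) infects cells exposed to compound; seeding density 1,000 cells/well with 4 h settling beforehand. Luminescence, 15 sec read, taken 44 h post-infection following a 15 min RT substrate incubation.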
CHX counter – counter-screen for Shiga toxin inhibitors: cycloheximide protein synthesis inhibition; cell reporter, cycloheximide protein synthesis inhibition counterscreen; max response, %; actives 12% (n = 300,000); AID 2314; in the data active = max response mostly above about 13%, no sharp cut-off; inactive = mostly below about 14%; also: read at 38.3 µM for the half of the compounds with a filed dose; 0% is about no effect
Starred values were filed as active, the others as inactive; ? = inconclusive; · = no result given; [ ] = remark or other dose. Unless noted, calls follow the shape of the dose curve; as a rule, active = well fitted curve in the direction sought with a large enough effect; inconclusive = small, poorly fitted or top-dose-only effect, or another doubt; inactive = no such curve, though single readings can be large; an effect the other way counts as inactive or inconclusive.

SMILES | FBPA Giardia inh | Pf growth 48h | Shiga toxin inh | Pf growth 96h | HCV inhibitor | CHX counter
CC(=O)Nc1ccc(NC(=O)CCNC(=O)c2ccccc2Cl)cc1 | 9.6% | 2.6%[0.00184 µM] | -4.2 | 1.4% | 16.2% | 3.0
Cc1ccc2c(c1)=NC(=O)/C(=C/c1c(O)[nH]c(=O)[nH]c1=O)C=2 | -13.2% | 1.7% | -3.4 | 24.0% | -7.0% | -1.2
Cc1ccc(S(=O)(=O)NN2C(=O)c3ccccc3NC2c2ccccc2F)cc1 (configuration not stated) | · | 1.7% | -17.7 | 33.6%[activator] | -18.5% | -2.3
Cn1c(=O)oc2cc(S(=O)(=O)NC3CCCCC3)ccc21 | 7.4% | 34.1%[activator] | -5.6 | ? | 8.0% | 3.3
COc1ccccc1N(CC(=O)N(CC(C)C)CC(C)C)S(=O)(=O)c1cccs1 | -0.2% | ? | 33.6 | ? | ? | -2.2
CCOCCCNC(=O)c1c[nH]c2c(CC)cccc2c1=O | 1.0% | -15.6% | 11.0 | ? | 19.3% | 0.2
Cc1nnc(SCC(=O)c2ccc(S(=O)(=O)N3CCOCC3)cc2)n1-c1ccccc1 | -20.4% | ? | -11.0 | 7.1% | 5.8% | -1.6
CC(=O)Nc1cccc(C(=O)OCC(=O)N2CCC(c3ccccc3)=N2)c1 | · | 105.9%[activator] | · | 148.6%[activator] | -5.7%[8.37 µM] | ·
Nc1cccc(NP(=O)(c2ccccc2)c2ccccc2)c1 | -3.9% | -7.8% | 13.8 | -1.2% | 13.1% | 1.7
CNC(=O)OCc1n(C)cc[n+]1C | 1.2% | 0.3% | 18.3 | 3.2% | 10.3% | -1.3
COc1ccccc1C(=O)COC(=O)c1cccc(S(=O)(=O)N2CCCC2)c1 | · | 0.0% | 11.9 | 0.0% | -12.7% | -0.9
COc1ccc(Cn2c(=O)[nH]c3cc(C(=O)NCCCN4CCCC4=O)ccc3c2=O)cc1 | 12.5% | ? | -5.6 | 9.7% | -4.1% | -2.4
CCCCCCC1CC(=O)NC(=O)N1 (configuration not stated) | 6.2% | 49.8%[activator] | -2.3 | 39.6%[activator] | 17.6% | 7.9
O=C(Nc1sc2c(c1C(=O)O)CCCCC2)c1ccccc1 | ? | -0.8% | 104.3* | ? | ? | 41.9*
Cc1ccc(Cn2cc(C(=O)NN)c(=O)c3ccc(F)cc32)cc1 | 11.1% | ? | -5.3 | ? | -24.2% | -3.9
CN(C)S(=O)(=O)c1ccc(N2CCCC2)c(C(=O)Nc2ccccc2)c1 | · | -10.7% | · | 2.5% | 5.6% | ·
Cc1ccc(CNc2ccc3c(c2)ncn3C)cc1 | -21.0% | 78.5%[activator] | 80.9* | -7.0% | 15.7% | 45.7*
Cc1ccc(/C=C/C(=O)NCc2ccncc2)cc1 | 6.0% | 12.5% | 22.5 | ? | 0.7% | 12.0
OCCNc1nc(C2CC2)nc2c1nnn2Cc1ccccc1Cl | 0.5% | -13.2% | -13.2 | ? | -17.5% | -2.0
CN(C)CCOc1ncnc2c1oc1ccccc12 | -13.1% | 10.7% | 1.8 | · | 14.3% | 1.3
Cc1csc(=O)n1CC(=O)OCC(=O)NCc1ccc(Cl)cc1Cl | · | -18.6% | · | 15.1% | 15.0% | ·
O=C(COc1ccccc1Cl)NC1CC1 | · | 21.8% | 92.2* | ? | 7.9% | 11.8
Cn1cccc1Cc1nnc(SCC(=O)Nc2nccs2)n1C | -17.4% | 4.3% | -3.5 | -37.5% | 6.6% | -5.0
CCN1CCN(C(=O)Cn2ncc3ccsc3c2=O)CC1 | -1.2% | 6.0% | -2.0 | ? | 1.4% | -4.4
Cc1nn(C(C)C(=O)N/N=C/c2ccc(N(C)C)cc2)c(C)c1[N+](=O)[O-] (configuration not stated) | -0.8% | 33.4%[activator] | -13.1 | 39.8%[activator] | -24.8% | -0.9
CCCS(=O)(=O)N1CCCC(C(=O)NCCN(Cc2ccccc2)C(C)C)C1 (configuration not stated) | 0.5% | 7.1% | 7.9 | 31.2%[activator] | 3.6% | -3.9
COc1cc(C(C)=O)ccc1Oc1ccc(S(=O)(=O)N2CCOCC2)cn1 | · | -17.0% | · | -26.6% | ? | ·
COC(=O)c1c(Cc2ccccc2Cl)c[nH]c1C | 2.9% | ? | -10.7 | ? | -12.9% | -3.6
COCCCn1cnc2c(c1=O)c1nc3ccccc3nc1n2-c1ccccc1 | -9.1% | -11.8% | -19.2 | -19.6% | -2.1% | 6.5
COc1ccc(C(=O)Nc2ccc3nc(N4CCN(C)CC4)cc(C)c3c2)c(OC)c1 | 0.0% | 7.38µM* | -4.0 | 30.1%[activator] | ? | -3.0
O=[N+]([O-])c1ccc2c(c1)S(=O)c1ccccc1-2 (configuration not stated) | 4.6% | 8.28µM* | -14.0 | ? | 27.1% | -1.1
COc1ccc(N2CCN(c3nc(NC(C)(C)C)nc(N4CCCCC4)n3)CC2)cc1 | 20.1% | 1.85µM* | -1.7 | · | ? | 7.7
COc1cc(CNCCc2ccc3c(c2)OCO3)cc(OC)c1OC | ? | ? | -1.1 | ? | 0.2% | -2.8
CC(O)(CS(=O)(=O)c1ccc(Br)cc1)c1ccccc1 (configuration not stated) | -4.1% | 0.0%[0.00184 µM] | -1.4 | 12.9% | 10.2% | -0.6
CCNC(=S)NNc1ccccc1 | 11.2µM* | 13.4% | 28.1 | 36.8%[activator] | 14.9% | 8.8
CCCCn1c(N)c(N(CCOC)C(=O)c2ccc(-n3c(C)ccc3C)cc2)c(=O)[nH]c1=O | · | ? | · | -6.5% | ? | ·
CCN(CC)CCNC(=O)Cn1nc(Cc2ccncc2)c2ccccc2c1=O | 5.0% | -19.9% | -7.5 | 35.3%[activator] | 10.3% | -4.4
Cc1csc2nc(SCC(=O)N3CCN(c4ccccc4)CC3)[nH]c(=O)c12 | -26.9% | -9.4% | -2.9 | 4.6% | 1.9% | 2.3
Cc1ccc(S(=O)(=O)N(C)CC(O)Cn2c3ccccc3c3ccccc32)cc1 (configuration not stated) | 5.4% | ? | -17.3 | -24.8% | -19.6% | 12.2
CC(=O)n1cc(C=C2C(=O)NC(=O)NC2=O)c2ccccc21 | ? | 19.0% | 3.8 | 31.0%[activator] | 20.3% | -1.7
CSc1ccc(C(=O)N2CCC(n3nccc3NC(=O)C3CC3)CC2)cc1 | · | -8.7% | -15.6 | 8.1% | 9.8% | 7.4
CC1CCN(S(=O)(=O)c2cnc(Cl)c(Br)c2)CC1 | 1.8% | -2.0% | 11.2 | 4.4% | -31.3% | 4.7
O=C(CCCCCCC(=O)NCc1ccccc1)NCc1ccccc1 | 9.1% | -12.0% | -9.3 | ? | 12.3% | -0.8
COc1cc(C2C3C(=O)N(Cc4ccccc4)C(=O)C3ON2c2ccccc2)cc(OC)c1O (configuration not stated) | -22.3% | ? | -8.1 | 0.0% | 21.5% | -0.8
C=CCSc1nc(C)c(CC(=O)OCC(C)C)c(=O)[nH]1 | -8.6% | 12.8% | 9.5 | 19.4% | 3.9% | -2.4
O=C(Nc1ccc(N2CCOCC2)c([N+](=O)[O-])c1)c1ccco1 | -19.9% | 19.7% | 69.7* | -22.0% | -11.3% | 20.2*
COc1ccccc1P(=O)(c1ccccc1)c1ccccc1 | 3.3% | ? | · | 138.7%[activator] | 2.0% | 5.4
Cc1ccc(NS(=O)(=O)c2cccc(C(=O)NCc3ccccn3)c2)cc1 | · | ? | · | -10.4% | 2.9% | ·
COc1ccc(N(CC(=O)NCc2ccncc2)S(=O)(=O)c2ccc(C)c([N+](=O)[O-])c2)cc1 | 2.2% | 1.85µM* | -7.3 | -0.9% | -16.9% | -1.4
S=c1nc2ccccc2c2nc(-c3ccccc3)[nH]n12 | -2.3% | 4.65µM* | 21.7 | 46.0%[activator] | 17.8% | 1.7
COc1cc(C2C(C(=O)OCCC#N)=C(C)NC3=C2S(=O)(=O)c2ccccc23)cc(OC)c1OC (configuration not stated) | 0.1% | ? | -17.7 | -66.2% | 4.2% | -2.2
O=C(CN(C(=O)c1csnn1)c1cccc2ccccc12)NCc1ccccc1 | -2.7% | ? | 4.5 | 8.9% | 6.5% | -4.5
CCC(=O)NC(NC(=S)Nc1ccc(S(N)(=O)=O)cc1)C(Cl)(Cl)Cl (configuration not stated) | -20.2% | -6.4% | -3.3 | 2.08µM* | 13.6% | -1.0
NS(=O)(=O)c1ccc2c(c1)C(=NO)c1cc(S(N)(=O)=O)ccc1-2 | -1.2% | 5.9% | · | -25.7% | -7.4% | -4.2
O=C(NNC(=S)NCc1ccc(Cl)cc1)c1cccnc1 | 7.1% | 10.8% | -0.7 | 7.8% | 18.4% | -1.2
CCOC(=O)N1CCN(CC(=O)c2ccc(O)cc2O)CC1 | 12.9% | 16.9% | 34.2 | 34.3%[activator] | 8.8% | 7.1
Cc1cccc(C(=O)N[C@H](C(=O)NCCc2ccc(Cl)cc2)C(C)C)c1 | -0.3% | 2.2% | 21.0 | 9.9% | -10.8% | -4.0
N=c1c2c(n(Cc3ccccc3)c3c1CCC3)CCC2 | -0.1% | 0.415µM* | -13.0 | 0.131µM* | ? | -1.3
CCOC(=O)/C(C#N)=C/c1ccc(OCC(=O)Nc2cc(C)ccc2C)c(OC)c1 | -1.5% | 20.3% | -3.7 | ? | 16.1% | -2.8
Cc1sc(NC(=O)C2CCCO2)c(C#N)c1C (configuration not stated) | -25.4% | 60.2%[activator] | 23.2 | · | 5.7% | 15.3*

In another format: results already given
mol,FBPA Giardia inh,Pf growth 48h,Shiga toxin inh,Pf growth 96h,HCV inhibitor,CHX counter
Cc1cccc(C(=O)N[C@H](C(=O)NCCc2ccc(Cl)cc2)C(C)C)c1,-0.3%,2.2%,21.0,9.9%,-10.8%,-4.0
NS(=O)(=O)c1ccc2c(c1)C(=NO)c1cc(S(N)(=O)=O)ccc1-2,-1.2%,5.9%,·,-25.7%,-7.4%,-4.2
CCC(=O)NC(NC(=S)Nc1ccc(S(N)(=O)=O)cc1)C(Cl)(Cl)Cl (configuration not stated),-20.2%,-6.4%,-3.3,2.08µM*,13.6%,-1.0
CCOC(=O)/C(C#N)=C/c1ccc(OCC(=O)Nc2cc(C)ccc2C)c(OC)c1,-1.5%,20.3%,-3.7,?,16.1%,-2.8
N=c1c2c(n(Cc3ccccc3)c3c1CCC3)CCC2,-0.1%,0.415µM*,-13.0,0.131µM*,?,-1.3
COc1cc(C2C(C(=O)OCCC#N)=C(C)NC3=C2S(=O)(=O)c2ccccc23)cc(OC)c1OC (configuration not stated),0.1%,?,-17.7,-66.2%,4.2%,-2.2

(listing goes on)
SMILES | FBPA Giardia inh | Pf growth 48h | Shiga toxin inh | Pf growth 96h | HCV inhibitor | CHX counter
CC1(C)CC(=O)C(CC2CCCCC2=O)C(=O)C1 (configuration not stated) | 3.7% | 47.9%[activator] | 7.7 | 58.0%[activator] | 14.4% | -1.3
O=C(CSc1nnc(-c2ccco2)n1CC1CCCO1)c1ccc(F)cc1 (configuration not stated) | -7.4% | 6.2% | 13.8 | · | 7.3% | 1.2
CC1Cc2ccccc2N1C(=O)CN1C(=O)NC(C)(CCc2ccccc2)C1=O (configuration not stated) | · | -29.0% | -1.7 | ? | -17.3% | 14.2*
O=C(NC[C@@H]1CCCO1)c1cccc2c1C(=O)c1ccc(Cl)cc1S2(=O)=O | · | -2.7% | · | ? | ? | ·
CC1CCC2C(C1)c1sc(=O)[nH]c1SC2(C)C (configuration not stated) | -5.4% | -4.6% | -6.6 | 0.9% | ? | 1.0
Cc1ccc(C(=O)C(OC(=O)COc2ccccc2C)c2ccccc2)cc1 (configuration not stated) | · | 30.8%[activator] | 17.8 | -6.4% | 6.5% | 0.7
CC(=O)NCc1ccc(S(=O)(=O)NC(C(=O)O)C(C)C)cc1 (configuration not stated) | 1.5% | -14.4% | -10.3 | 16.7% | 25.2% | 2.0
O=C(O)/C=C/C(=O)NC1CCCCCCCCCCC1 | 26.6% | 1.0% | -14.5 | ? | 17.8% | -1.1
